Compound activity deposited in PubChem by National Center for Advancing Translational Sciences (NCATS).
TbPYK inhibitor: inhibitors of Trypanosoma brucei pyruvate kinase; 410,000 compounds, 0.12% hits; Potency, µM (titrated, usually from 76.8 µM), for inactives: at the highest dose activity, negative = inhibition, actives largely listed as inhibitors; Q57TT1; TbPYK enzyme, Kinase-Glo Plus ATP luminescence, 45 min; AID 624173; active = well fitted inhibition curve with a large enough effect; also: nearly all actives have a fitted effect of over 50% in size
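Quantitative HTS: titrated library compounds versus trypanosomal pyruvate kinase in TEA buffer (pH 7.2) containing KCl, MgCl2, BSA and Tween-20. Reactions were initiated with ADP, 130 uM final. Kinase-Glo Plus luminescence was read after 45 min at RT.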
* marks the source's active call; other numbers are inactive results; [ ] = dose if it differs, or a comment. % is scaled to controls: 0 for no effect and ±100 for the full control effect; potency is read from the fitted curve at half-maximal effect. Only part of the results is shown, so the mix of outcomes need not match the whole.

mol | TbPYK inhibitor
CC1CCCCN1S(=O)(=O)c1ccc2[nH]c(=O)cc(C(=O)NCCc3ccc(Cl)cc3)c2c1 (stereo not drawn) | -9%
O=C(Nc1ncc(Cc2ccc(F)cc2)s1)c1ccc2c(c1)CC(c1ccccc1)OC2=O (stereo not drawn) | 3%
COc1ccc(C(=O)/C=C/c2cn(CC(O)CN3CCc4ccccc43)c3ccccc23)cc1OC (stereo not drawn) | -6%
CC(=O)c1c(O)c(C)c(O)c2c1OC1=CC(=O)/C(=C(/C)N)C(=O)C12C (stereo not drawn) | -8%
CCOC(=O)c1ccccc1NC(=O)n1ncc2cc(Cl)ccc21 | -6%
COc1cccc(CNC(=O)[C@@H]2CCCN2C(=O)[C@@H]2CCCN2C(=O)OC(C)(C)C)c1 | 6%
Cc1cccc(C)c1NC(=O)c1ccc2c(c1)N(Cc1cccc(Cl)c1)C(=O)c1ccccc1S2=O (stereo not drawn) | 0%
Cc1ccc(N2C(=O)c3n[nH]c(C)c3C2c2ccc(C(C)C)cc2)cc1 (stereo not drawn) | 1%
COc1ccc(C(=O)NCC(c2ccc3c(c2)OCO3)N2CCN(C)CC2)cc1 (stereo not drawn) | -10%
CCCCNC(=O)C1c2ccccc2OCC(=O)N1Cc1ccccn1 (stereo not drawn) | -3%
CC(=O)OC[C@@H]1CN(Cc2ccccc2)C[C@H](n2cnc3c(NCc4ccc(F)cc4)ncnc32)O1 | 4%
Cc1c(O)cnc2nn(-c3ccccc3)c(=N)n12 | -1%
COc1cc(CN2CCC(C(=O)NC(C)(C)C)CC2)ccc1OCc1ccccc1 | 3%
CCOc1ccc(NC(=O)c2cnn3c2NC(C)=C(C(=O)Nc2ccc(Cl)cc2)C3c2ccc(OC)c(OC)c2)cc1 (stereo not drawn) | 1%
O=C(Nc1ccc2c(c1)C(=O)c1ccccc1-2)c1ccccc1 | -5%
COC(=O)c1ccc([C@H]2Nc3ccc(S(=O)(=O)Nc4cccc(C)c4)cc3[C@H]3C=CC[C@H]32)cc1 | -5%
CCC(Sc1nc2cc3c(cc2c(=O)n1CCCC(=O)NCc1ccc(OC)cc1)OCO3)C(=O)NCCCOC (stereo not drawn) | -15%
O=C(OCc1cn([C@@H]2C[C@H](c3ccc(Cl)cc3)N(Cc3cccs3)C[C@H]2O)nn1)c1ccccc1 | -2%
CCN(CC)S(=O)(=O)c1ccc(O)c(NC(=O)COc2ccc(S(=O)(=O)N3CCOCC3)cc2)c1 | -28%
COc1ccc(C(=Cc2ccccc2[N+](=O)[O-])C(=O)O)cc1 | 0%
CCOC(=O)C(=O)Nc1ccc(S(=O)(=O)Nc2nccc(C)n2)cc1 | -4%
CC1(c2ccccc2)CCC(=O)NC1 (stereo not drawn) | -7%
Cc1cccc(C)c1NC(=O)c1oc2c(c1C)-c1nn(Cc3ccccc3)cc1CC2 | -1%
CCN(CC)C(=O)c1cccc(-c2csc(C(C)(O)c3ccc(F)c(F)c3)n2)c1 (stereo not drawn) | -2%
Cc1ccc(-n2cnc3c(=O)[nH]cnc32)cc1[N+](=O)[O-] | -4%
CCc1ccc(-n2nnc(-c3nc(-c4ccccc4)no3)c2C)cc1 | 5%
COc1ccc2c(c1)CCc1c(C(=O)Nc3c(C)nn(Cc4ccc(Cl)cc4)c3C)noc1-2 | -4%
CCOc1cccc(C2c3[nH]c4ccccc4c3CCN2C(=O)c2ccccc2F)c1 (stereo not drawn) | -4%
OC[C@H]1O[C@@H](c2nc(-c3ccc(Br)cc3)no2)C[C@@H]1O | -4%
COc1ccccc1NC(=O)CSc1nncn2c1cc1sccc12 | -3%
COc1ccc(-c2cc(C(F)(F)F)c(C#N)c(SCC(=O)Nc3cccc(C)c3)n2)cc1 | 1%
COC(=O)CCCC(=O)N(C)CC1CCCN(CCc2ccccc2C)C1 (stereo not drawn) | 3%
COc1ccc(CNC(=O)c2cc(-c3ccc(OC)cc3)nc3n[nH]c(-c4cccc([N+](=O)[O-])c4)c23)cc1 | 0%
CCN(CC)CCn1c2c(c(SCC(=O)Nc3cccc(C(F)(F)F)c3)nc1=O)CCC2 | 7%
O=C(Nc1ccc(F)c(Cl)c1)c1cc(C2CCCCN2C(=O)CCCc2ccccc2)on1 (stereo not drawn) | 1%
COc1ccccc1NC(=O)c1c(NCc2ccc(C)o2)sc2c1CCC(C)C2 (stereo not drawn) | -30%
C[C@H]1CN([C@@H](C)CO)C(=O)CCCn2nncc2CO[C@H]1CN(C)S(=O)(=O)c1ccc(Oc2ccccc2)cc1 | 2%
COCCN(C(=O)Cc1ccc(S(=O)(=O)N2CCOCC2)s1)c1c(N)n(CC(C)C)c(=O)[nH]c1=O | 7%
CCOc1ccccc1NC(=O)N1CCN(Cc2cc(=O)n3nc(-c4ccc(C)cc4)sc3n2)CC1 | 1%
Brc1ccc(-c2ccc(CNCCSc3nnnn3-c3ccccc3)o2)cc1 | -7%
CC(=O)C1=CCC(c2ccc(C)o2)N(S(=O)(=O)c2ccc(C)cc2)C1 (stereo not drawn) | 3%
CCOC(=O)c1c(C)oc2nc(C)nc(NCC3CCN(Cc4cccc(Cl)c4)CC3)c12 | -3%
COc1ccc(-c2cc(C)nc3c(-c4ccc(OC)c(OC)c4)c(C)nn23)cc1 | -8%
CCOC1=C2[C@@H](CN(S(=O)(=O)c3ccccc3C)[C@H]2c2ccc(Cl)cc2)[C@H]2C(=O)NC(=O)[C@H]2C1 | -1%
COc1ccc(OCC(=O)Nc2ccc(O)c(-c3nc4ccccc4s3)c2)cc1 | 0%
Cc1cc(=O)n(Cc2ccccc2Cl)c2c1c(C)nn2-c1ccccc1 | -4%
COc1ccccc1C(=O)NCCc1csc(-c2ccc(C(F)(F)F)cc2)n1 | 10%
COC(=O)Cn1c(SCCOc2ccccc2OC)nc2ccccc21 | 2%
COc1cccc(N/C=C/C(=O)c2ccc(Br)cc2)c1 | -4%
C[C@H]1CC[C@]2(O[C@@H](CCO)C[C@H](O)[C@H]2O)O1 | -1%
COc1cccc(-n2c(SCC(=O)NC3CC3)nc3ccccc3c2=O)c1 | -3%
CC(C)CC(=O)NCC1(N(C)C)CCCCC1 | -6%
COc1ccc(OC)c(C2Nc3c(C)cc(C)cc3-c3cc(C)nn32)c1 (stereo not drawn) | 0%
Cc1ccccc1NCc1nc2ccccc2n1CCOc1ccccc1 | 4%
O=C1CC(=O)Nc2cc(S(=O)(=O)Nc3cccc(Br)c3)ccc2N1 | 0%
COc1ccc(CNC(=O)CCNC(=O)C2CCN(S(=O)(=O)c3ccc(OC)cc3)CC2)cc1 | -8%

Exported field by field: entries from further up
Molecule: COc1cccc(N/C=C/C(=O)c2ccc(Br)cc2)c1
- TbPYK inhibitor: -4%
Molecule: C[C@H]1CC[C@]2(O[C@@H](CCO)C[C@H](O)[C@H]2O)O1
- TbPYK inhibitor: -1%
Molecule: COc1cccc(-n2c(SCC(=O)NC3CC3)nc3ccccc3c2=O)c1
- TbPYK inhibitor: -3%
Molecule: CC(C)CC(=O)NCC1(N(C)C)CCCCC1
- TbPYK inhibitor: -6%

(list continues)
mol | TbPYK inhibitor
Fc1ccc(-n2ncc3c(N4CCC(Cc5ccccc5)CC4)ncnc32)cc1 | 0%
COc1ccc(-c2ccc(C(=O)NCc3ccc(F)c(F)c3)c3occc23)c(C)c1 | 6%
CCOc1ccccc1CNC(=O)c1cccc(NC(=O)c2nsc3ccccc23)c1 | 6%
Cc1cc2nc(-c3ccc(OCc4ccccc4Cl)cc3)cc(C(F)(F)F)n2n1 | 0%
CC(C)Oc1ccc(CNS(=O)(=O)c2ccc3c(c2)C(C)(C)C(=O)N3C)cc1 | -6%
O=C(Cc1ccccc1)c1ccc(O)cc1 | -2%
CC(C)=CCn1c2ccc(NC(=O)Nc3cccnc3)cc2c(=O)n1C | -10%
COc1cccc(-n2c(-c3ccc(Cl)cc3)cc3c2CC(C)(C)CC3=O)c1 | -3%
CCCCCCCCNS(=O)(=O)CCNC1CCCCC1 | 5%
COc1ccc(OC)c(NC(=O)CSC2=Nc3ccccc3C3=NC(CCC(=O)NCc4ccco4)C(=O)N23)c1 (stereo not drawn) | -12%
CC1(C(=O)NS(=O)(=O)c2ccc(C#N)cc2)CCN1C(=O)CCc1ccc(Cl)cc1Cl (stereo not drawn) | 7%
Cc1cccc(C)c1-n1nnnc1C(c1cc2ccccc2o1)N1CCC(n2c(=O)[nH]c3ccccc32)CC1 (stereo not drawn) | -1%
O=C(O)c1ccccc1C(c1ccccc1)c1ccccc1O (stereo not drawn) | 2%
COc1ccc(S(=O)(=O)N2CCOCC2)cc1NC(=O)COC(=O)CCS(=O)(=O)c1ccc(C)cc1 | -1%
CC(C)c1ccc(Nc2ncnc3c2nc2n3CCCC2)cc1 | 1%
Cc1c(O)cc2c(c1C)O[C@](C)(CCC[C@H](C)CCC[C@H](C)CCCC(C)C)CC2 | -9%
CN(C)CCNC(=O)c1cccc(-c2cccc3nncn23)c1 | 1%
COC(=O)CCn1cnc2onc(-c3cc(F)cc(F)c3)c2c1=O | -3%
COc1cccc(C(NC(C)=O)c2nc(/C=C/c3ccccc3)cs2)c1 (stereo not drawn) | 5%
Cc1cccc(C)c1Cn1c(C)c(C(=O)NCc2ccc(C#N)cc2)sc1=O | -7%
Clc1ccc(CSc2nncn3c2cc2occc23)cc1 | -16%
Cc1ccc(S(=O)(=O)N2[C@@H](c3cccc(Cl)c3)C(C(=O)OC(C)(C)C)=CC[C@H]2c2ccc(C(C)C)cc2)cc1 | -2%
CC1C(=O)N(Cc2cn(Cc3ccco3)nn2)CCS(=O)(=O)N1Cc1ccc(-c2ccc(F)cc2Cl)cc1 (stereo not drawn) | -1%
COc1ccccc1CNC(=O)c1cc2cccc3c2n1CCS3 | 2%[15.4 µM]

For convenience, part of the list above:
mol | TbPYK inhibitor
CN(C)CCNC(=O)c1cccc(-c2cccc3nncn23)c1 | 1%
COC(=O)CCn1cnc2onc(-c3cc(F)cc(F)c3)c2c1=O | -3%
COc1cccc(C(NC(C)=O)c2nc(/C=C/c3ccccc3)cs2)c1 (stereo not drawn) | 5%
Cc1cccc(C)c1Cn1c(C)c(C(=O)NCc2ccc(C#N)cc2)sc1=O | -7%

Carrying on:
mol | TbPYK inhibitor
N#Cc1ccc(CN2CC[C@@]3(CCCN(C(=O)c4ccncc4)C3)C2)cc1 | -3%
CCCCc1cc2c(=O)c(C(=O)OC)c[nH]c2cc1OCc1ccccc1 | 6%
CC1=C(C(=O)N2CCCCCC2)CC(CC(=O)NC2CCCC2)C(=O)N1Cc1ccccc1 (stereo not drawn) | -1%
COc1ccc(-c2nc(SCCOc3ccccc3Cl)n3[nH]c(=O)cc3n2)cc1 | -8%
CCOc1ccc(CCNC(=O)C2CCN(C(=O)N3CC(CC)Oc4ccccc43)CC2)cc1 (stereo not drawn) | 1%
COc1ccc(S(=O)(=O)N2CCC(C(=O)N[C@@H](C)C(=O)N3CCCC3)CC2)cc1 | 1%
CCOC(=O)CCn1cnc2onc(-c3ccccc3Cl)c2c1=O | -7%
C1CC1C(=NN=C(C1CC1)C1CC1)C1CC1 | -8%
CN(C)N1C(=O)/C(=C/c2ccco2)SC1=Nc1ccccc1 | -2%
COc1ccc2cc3cc(C(=O)NCc4ccccc4OC)oc3nc2c1 | 0%
COc1ccc(CCN2C(=O)CN(C3CCC(C)CC3)C(=O)C2c2ccc(OC(C)C)c(OC)c2)cc1OC (stereo not drawn) | -3%[15.4 µM]
CCOc1ccc(Oc2nc(NCC(C)C)nc(NC(C)(C)C)n2)nn1 | 1%
O=C1[C@@H]2CSC(c3ccc(Cl)cc3)N2C(=O)N1c1ccccc1 (stereo partly drawn) | -3%
O=C(Nc1cccc2c1CCCC2)c1cc(C2CCCCN2C(=O)c2cccs2)on1 (stereo not drawn) | -5%
CC(C)Sc1ncc(Cl)c(C(=O)Nc2nnc(C(C)C)s2)n1 | 2%
Cc1cc(C)c2nc(N3CCCC(C(=O)NCc4cccc(Br)c4)C3)sc2c1 (stereo not drawn) | -2%
Cc1ccc(N(CC(=O)N2CCCCCC2)S(C)(=O)=O)c(C)c1 | -3%
Cc1nc2cncnc2n(-c2ccccc2)c1=O | 1%
O=C(Nc1ccc(C(F)(F)F)cc1)C1CCC(CNS(=O)(=O)c2cccc3nsnc23)CC1 (stereo not drawn) | 3%
NC(CCc1ccccc1)c1csc(NC(=O)Nc2cccc(C(F)(F)F)c2)n1 (stereo not drawn) | 0%
O=C(c1ccco1)N1CCC[C@@]2(CCN(Cc3ccccc3)C2)C1 | -5%
Cc1ccccc1NC(=O)c1ccccc1N(C)S(=O)(=O)c1ccccc1 | 2%
CCOc1ccccc1C1C(C(=O)Nc2ccccc2)=C(C)Nc2nc(-c3ccccc3)nn21 (stereo not drawn) | 3%
COc1ccc(NC(=O)C2CCC(CNS(=O)(=O)c3ccc(Br)s3)CC2)cc1OC (stereo not drawn) | 2%
COc1cccc(Nc2ncc3ncc(=O)n(C4CC4)c3n2)c1 | -2%
COc1ccccc1N1CCN(S(=O)(=O)c2ccc(-c3ccno3)cc2OC)CC1 | 0%
CCN(CC)c1ccc(NC(=O)CCc2nc3cccnc3n2Cc2cccs2)c(C)c1 | -26%
COc1ccc(C2CC(=O)c3cc(-c4nc(-c5ccc(Cl)cc5)c(C)s4)c(=O)[nH]c3C2)cc1 (stereo not drawn) | -6%
O=C(Cc1ccccc1[N+](=O)[O-])c1ccc2c(c1)OCO2 | -6%
